Screening data deposited in PubChem by National Center for Advancing Translational Sciences (NCATS).
BCR signal inh – blocks chronic active B-cell receptor signaling | AID 493014 | 340,000 compounds, 0.05% hits | Potency, µM (series often up to 46.1 µM), for the others: at the highest dose ratio change, negative = lower green/red ratio, usual class: inhibitors | ABC-DLBCL IkBa-CBG/CBR reporter, luminescence ratio, 4 h; active = well fitted inhibition curve with a large enough effect in the signal ratio, with a control signal flat, not every such curve was filed as active; inconclusive = small, poorly fitted or top-dose-only effect, or effect the other way, or a change in a side signal; the % refers to the signal ratio;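 also: potency is read from the fitted curve at half-maximal effect; plate controls were basal doxycycline-induced cells for no effect and cells given 10 µM MG132 for full effect; MG132 reads +100%, hits lower the ratio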
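Compounds up to 46 uM were incubated four hours with TMD8 cells whose green CBG68 luciferase is fused to IkappaBalpha; red CBR luminescence normalised the signal, and concentration-effect curves were fitted to fusion, red and ratio data.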
Eya2 inh – inhibitors of human Eya2 phosphatase activity; O00167; recombinant Eya2, OMFP fluorescence dephosphorylation (OMFP is methylfluorescein phosphate); Potency, µM (titrated, usually from 76.9 µM), for the others: top-dose activity, negative = inhibition, usual class: inhibitors; 330,000 compounds, 0.006% hits; also: potency is read from the fitted curve at half-maximal effect; % is scaled to controls: 0 for no effect and ±100 for the full control effect
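Eya2 protein (added as 0.2 uM solution) was preincubated with compound for 10 min at ambient temperature in 50 mM HEPES pH 7.5, 50 mM NaCl, 5 uM MgCl2, 0.05% BSA, 1 mM DTT. OMFP (added at 50 uM) then reacted 10 min; fluorescence read at 485/525 nm.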
S-ASM inh – inhibitors of human secretory acid sphingomyelinase. Potency, µM (doses to about 57.5 µM), without a hit: top-dose activity change, negative = inhibition, most hits filed as inhibitors. placental ASM, HMU-PC fluorogenic substrate, 60 min. 340,000 compounds, 0.006% hits; also: potency is read from the fitted curve at half-maximal effect
Target sequence (P17405 47-631 limits assumed): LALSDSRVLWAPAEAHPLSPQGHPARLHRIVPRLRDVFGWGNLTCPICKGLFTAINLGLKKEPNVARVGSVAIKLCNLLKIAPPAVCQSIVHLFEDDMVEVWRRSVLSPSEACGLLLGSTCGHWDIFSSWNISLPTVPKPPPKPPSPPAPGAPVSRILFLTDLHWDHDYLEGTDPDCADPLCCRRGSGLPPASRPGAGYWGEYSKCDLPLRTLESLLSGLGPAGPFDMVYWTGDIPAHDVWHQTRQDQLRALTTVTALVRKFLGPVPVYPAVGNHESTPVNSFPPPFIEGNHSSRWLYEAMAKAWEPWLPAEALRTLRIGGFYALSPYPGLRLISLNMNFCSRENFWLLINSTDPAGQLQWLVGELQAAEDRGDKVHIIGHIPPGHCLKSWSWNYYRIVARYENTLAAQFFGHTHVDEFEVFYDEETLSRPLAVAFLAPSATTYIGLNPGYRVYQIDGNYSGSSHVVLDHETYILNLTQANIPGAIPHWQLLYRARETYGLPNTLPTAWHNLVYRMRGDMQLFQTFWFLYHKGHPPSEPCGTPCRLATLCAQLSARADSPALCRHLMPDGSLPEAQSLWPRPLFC
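Fluorescence read-out (Ex 386 nm, Em 447 nm) after stopping the reaction at pH 10. Enzyme: ASM from human placenta; substrate HMU-PC0, 9 uM final; 60 min, 37 °C. Compound preincubation 10 min, ambient temperature.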
AT treatment – potential ataxia-telangiectasia treatments restoring KAP-1 phosphorylation; 320,000 compounds, 0.19% hits; AID 485349; Potency, µM (highest dose often 57.5 µM), for the others: top-dose activation, most hits filed as activators; […] A-T fibroblasts, KAP-1 phosphorylation AlphaLISA; neocarzinostatin DNA damage 30 min before lysis; also: potency is read from the fitted curve at half-maximal effect; % of control where 0% means no effect; nearly all actives have a fitted effect of over 45% in size
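hTERT-immortalized A-T patient fibroblasts ([…]), 500 cells/well in OPTI-MEM, 1% FBS, got compounds for 60 min, then NCS for 30 min at 37C. Lysates were then assayed for phospho-KAP-1 by AlphaLISA (anti-pKAP1 donor, anti-KAP1 acceptor beads), 6 hr at 25C.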
TCR act – activates T cell receptor signaling; primary human leukocytes, anti-CD3, IL-2 HTRF, 48 h; Potency, µM (titrated, usually from 9.22 µM), for inactives: at the highest dose activation of IL-2 secretion, most hits filed as activators; 330,000 tested, under 10 active; AID 504894; also: % of control where 0% means no effect
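Readout: HTRF IL-2, Eu-cryptate/d2 antibody pair, 320nm excitation, 665nm emission. Stimulus: a-CD3 beads, no co-stimulation. Cells: primary human leukocytes. Exposure: 48 hr with compound.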
Mito fusion yeast – mitochondrial division inhibition or fusion activation. S. cerevisiae fusion-defective mutant growth rescue, CellTiterGlo 48 h. Potency, µM (highest dose often 46.1 µM), without a hit: at the top dose growth rescue (activation), usual class: activators. 320,000 compounds, 0.23% hits;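 also: potency is read from the fitted curve at half-maximal effect; % of control where 0% means no effect; nearly all actives have a fitted effect of over 45% in size; temperature-sensitive fusion mutants such as fzo1-1 at 37 °C on non-fermentable ethanol glycerol medium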
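Compounds are tested for their ability to restore growth of mitochondrial fusion-defective yeast strains at non-permissive 37C in YPEG medium over 48 hours. Viability is quantified by luciferase luminescence.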
Tb PFK block – inhibitors of T. brucei phosphofructokinase; 330,000 compounds, 0.17% hits; Potency, µM (doses to about 57.5 µM), inactives show top-dose activity, negative = inhibition, hits mostly inhibitors; O15648; T. brucei PFK, ADP-Glo luminescence;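 also: potency is read from the fitted curve at half-maximal effect; 0% = uninhibited 1x PFK enzyme wells and -100% = no-enzyme wells; nearly all actives have a fitted effect of over 60% in size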
Target sequence (O15648 whole entry, looked up): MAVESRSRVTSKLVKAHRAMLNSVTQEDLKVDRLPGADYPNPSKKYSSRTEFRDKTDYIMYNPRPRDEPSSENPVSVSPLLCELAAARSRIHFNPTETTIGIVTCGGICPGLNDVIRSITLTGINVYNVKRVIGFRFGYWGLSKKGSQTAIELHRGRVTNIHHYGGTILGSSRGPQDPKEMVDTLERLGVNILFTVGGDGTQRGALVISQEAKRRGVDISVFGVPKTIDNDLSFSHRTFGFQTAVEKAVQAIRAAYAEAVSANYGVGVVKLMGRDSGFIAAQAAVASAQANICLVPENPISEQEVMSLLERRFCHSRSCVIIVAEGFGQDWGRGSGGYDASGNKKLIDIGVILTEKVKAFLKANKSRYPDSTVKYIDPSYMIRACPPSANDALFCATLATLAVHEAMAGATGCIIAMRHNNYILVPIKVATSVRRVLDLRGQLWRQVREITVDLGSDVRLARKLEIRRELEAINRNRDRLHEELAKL
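In TEA buffer at pH 8.0 with 5 mM MgCl2, enzyme (1.25 nM) converted F6P (0.5 mM) and ATP (0.1 mM) for 45 min at room temperature. ADP product was read by luciferase luminescence.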
ELG1 repair inh – ELG1-dependent DNA repair inhibition; HEK293T ELG1-luciferase reporter, luminescence, 16 h; DNA damage induced by 5-fluorouridine; Potency, µM (titrated, usually from 46.1 µM), inactives show at the top dose activity change, negative = inhibition, hits mostly inhibitors; 330,000 compounds, 2.3% hits; AID 504467; also: potency is read from the fitted curve at half-maximal effect; % is scaled to controls: 0 for no effect and ±100 for the full control effect; nearly all actives have a fitted effect of over 55% in size
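In this reporter screen, reduction of luminescence relative to DMSO vehicle indicated activity. Compounds and 5-fluorouridine were added together to 2,000 cells per well, incubated for 16 hr at 37 °C, then developed with ONE-Glo.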
a7 integrin act – activators of alpha7 integrin expression for muscular dystrophy; Potency, µM (series often up to 38.3 µM), for the others: top-dose activation, hits mostly activators; 350,000 compounds, 0.064% hits; alpha7betagal myoblasts, beta-gal FDG fluorescence, 48 h;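 also: potency is read from the fitted curve at half-maximal effect; 100% = response of the positive control SU9516; nearly all actives have a fitted effect of over 60% in size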
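Alpha7betagal+/- myoblasts (passage 13) were plated 16-24 hr, then exposed to compounds (1:260 dilution of DMSO stock) for 48 hours at 37C. After MPER lysis, β-galactosidase reporter activity was read as FDG fluorescence (ex 480/em 540) after 30 minutes.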
TSHR antag – antagonists of human thyroid stimulating hormone receptor; P16473; TSHR-expressing cells, TSH-stimulated cAMP HTRF, 2 h; active compounds read low; activity change, negative = inhibition, % at 11.5 µM; 330,000 compounds, 0.2% hits;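 active = activity change below a set negative limit, meaning inhibition stronger than a set level, cut at about -70% in these data; inconclusive = activity change between two set negative limits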; also: % is scaled to controls: 0 for no effect and ±100 for the full control effect
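TSHR-expressing cells, 200/well, pre-treated with compound, then stimulated with EC80 TSH (4nM final) for 2 hours at 37 deg C. cAMP measured by competitive HTRF: anti-cAMP cryptate antibody in lysis buffer plus cAMP-d2, read after 30 minutes at room temperature.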
PTAP TSG101 blk – blocks PTAP/TSG101 interaction to inhibit HIV-1 budding. Q99816. Fluorescence polarization, FITC-PTAP peptide / Tsg101 binding. Potency, µM (series often up to 115 µM), for the others: at the highest dose activity change, negative = inhibition, actives largely listed as inhibitors. 340,000 tested, under 10 active; active = well fitted inhibition curve with a large enough effect in the main read-out, with a control signal flat, not every such curve was filed as active; inconclusive = small, poorly fitted or top-dose-only effect, or effect the other way, or a change in a side signal; inactive = no such curve, though single readings can be large or run the other way; also: potency is read from the fitted curve at half-maximal effect; % of control where 0% means no effect
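Fluorescence polarization binding of Tsg101 binding domain (10 uM final) to FITC-labeled PTAP peptide (50 nM final) in HEPES pH 7.5 buffer with NaCl, Tween 20, EDTA, TCEP. Compounds added before peptide; binding 20 min at RT.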
An asterisk follows results filed as active; u = inconclusive; x = no result given; [ ] = dose if it differs, or a comment. Unless noted, calls follow the shape of the dose curve; as a rule, active = well fitted curve in the direction sought with a large enough effect; inconclusive = small, poorly fitted or top-dose-only effect, or another doubt; inactive = no such curve, though single readings can be large; an effect the other way counts as inactive or inconclusive.

SMILES | BCR signal inh | Eya2 inh | S-ASM inh | AT treatment | TCR act | Mito fusion yeast | Tb PFK block | ELG1 repair inh | a7 integrin act | TSHR antag | PTAP TSG101 blk
Cc1noc(C)c1NC(=O)Nc1cccc2c1O[C@H](CN(C)S(=O)(=O)c1c(C)noc1C)[C@@H](C)CN([C@H](C)CO)C2=O | 0% | 14% | 2% | 7% | 2% | x | 5% | 22% | -11% | -13 | -1%
CCC1CCC(C(=O)NC(C(=O)Nc2ccc3c(c2)OCCO3)C(C)C)CC1 (configuration not stated) | 12% | -4% | -1% | x | 7% | 0% | -2% | u | 6% | 1 | -1%
CC1=C(C(=O)Nc2ccccn2)C(c2ccc(Cl)cc2)NC(=S)N1 (configuration not stated) | u | 2% | 6% | -3% | 5% | 2% | 1% | u | 6% | -11 | -4%
Cc1ccc(S(=O)(=O)N2CCC(C(=O)NNC(=O)c3cccnc3)CC2)cc1 | u | -2% | 11% | -8% | 4% | 4% | 3% | 7% | 22% | 12 | -2%
CCc1c(C)nc(Nc2nc(C)c3ccc(OC)cc3n2)[nH]c1=O | -1% | 14% | -4% | x | x | 4% | -2% | u | -38% | -4 | -8%
Cc1c(N=c2scc(-c3ccccc3)n2CCO)c(=O)n(-c2ccccc2)n1C | 0% | -13% | -1% | -7% | 2% | 2% | 3% | -5% | 6% | 0 | -2%
Cn1cc(CNC(=O)COc2ccc(Cl)cc2Cl)cn1 | u | 1% | 2% | x | -2% | 2% | -7% | 0% | 2% | 30 | -7%
COc1cc([N+](=O)[O-])cc(/C=C2/SC(=S)N(Cc3ccccc3)C2=O)c1O | 2% | 11% | -10% | -7% | -4% | -7% | -11% | u | 3% | -45 | -5%
C/C=C/c1ccc(OCCCNC)c(OC)c1 | u | 8% | -3% | -1% | -1% | 0% | -3% | 26% | -43% | 7 | 0%
Cc1ccccc1Nc1nc(NCc2ccco2)c2ccccc2n1 | u | -4% | 21% | -2% | 6% | u | 1% | u | -63%[inhibitor] | -17 | 0%
CCCCC1=CC2=CC(=O)C(C)(OC(=O)CC)C(=O)C2=CN1C(CO)CO (configuration not stated) | 1% | 1% | 7% | -3% | -4% | -5% | 0% | u | 8% | -4 | -1%
O=C(NCc1ccco1)c1sc2cc(Cl)ccc2c1Cl | u | 3% | 6% | 11% | -1%[46.1 µM] | 9% | -3% | u | -20% | -14 | -3%
O=C(Nc1ccc(Cl)c(S(=O)(=O)N2CCOCC2)c1)c1ccc(Cl)nc1 | u | 22% | -2% | 0% | -3% | 2% | 0% | u | -26% | -22 | -11%
CN1CCN(C(=O)C2=C[C@@H](c3coc4ccccc4c3=O)C[C@@H](OCCCCO)O2)CC1 | -1% | 7% | -5% | 16% | 1% | 4% | -5% | 8% | 25% | 1 | -5%
CC(C)CC(=O)c1c[nH]c(C(=O)NCCc2ccccn2)c1 | 3% | 8% | 3% | -5% | -3% | -6% | -7% | 27% | 18% | 3 | -2%
COC(=O)c1ccc(C(=O)NC2CCCN(Cc3ccc(Cl)cc3)C2)nc1 (configuration not stated) | 0% | -3% | -3% | 2% | 1% | 5% | -1% | -4% | -8% | 3 | 1%
O=C(c1ccc2n[nH]nc2c1)N1CCN(c2ccc(C(F)(F)F)cn2)CC1 | -1% | 12% | 0% | 11% | -1% | -5% | -2% | -7% | 10% | -17 | -7%
O=C(CSc1ccccc1)NC1CCCCCC1 | 0% | 3% | -1% | 6% | 2% | 1% | 4% | u | 14% | 1 | -5%
O=C(CCNc1cccc(Cl)c1)c1cccs1 | 8% | -5% | -1% | -3% | -8% | 1% | -16% | u | -19% | -3 | -1%
CC1CC(CN)CC(CO)C1 (configuration not stated) | u | 7% | 1% | 2% | -1% | -3% | -3% | 3% | -2% | 15 | -2%
COc1ccc(CN(C)CC(=O)Nc2ccc(Cl)cc2F)c(OC)c1 | -2% | -18% | 0% | 14% | -3% | 7% | -5% | u | -13% | 9 | -1%
COc1cccc(-c2c(NC(=O)c3ccco3)n(-c3ccc(C)cc3)nc(C)c2=O)c1 | 0% | 3% | 6% | -3% | -3% | -3% | 3% | 0% | 10% | -6 | -2%
CCOc1ccccc1NC(=O)NC1CC2CCCC(C1)N2Cc1nnnn1CCc1ccccc1 (configuration not stated) | u | 3% | 1% | 11% | 0% | -2% | -17% | u | u | -3 | 3%
CCCCP(=O)(CCCC)c1ccccc1C(=O)O | -3% | -5% | 1% | 6% | 3% | -3% | 2% | 6% | -16% | 10 | 2%
COc1ccc(NC(=O)COC(=O)c2ccc(N3CCCC3=O)cc2)cc1 | -2% | 5% | -2% | 10% | 0% | -2% | 0% | 6% | u | 17 | 1%
C1CCCC(N2CCNCC2)CC1 | -3% | -29% | 3% | -2% | 3%[46.1 µM] | -5% | 1% | -3% | 17% | -4 | 1%
COc1ccccc1-c1coc2c(CN3CCN(C)CC3)c(O)ccc2c1=O | -13% | 1% | 43%[activator] | -5% | 8% | -4% | -5% | -2% | 15% | -3 | -1%
COc1ccc(CC(=O)OCC(=O)Nc2cccnc2Cl)cc1OC | 2% | 15% | -1% | 6% | -4% | 1% | 5% | 13% | 6% | 0 | -5%
COC(=O)c1ccc(S(=O)(=O)c2ccc(Cl)cc2)c(N)c1 | 1% | 5% | x | 3% | -3% | 20% | -1% | -6% | -13% | -6 | -3%
Cc1ccccc1NC(=O)N1CCC(C(=O)c2ccc(F)cc2)CC1 | -8% | -4% | 6% | -5% | -8% | -16% | 0% | 2% | 1% | 5 | -4%
O=C(Nc1ncccc1O)c1ccc2c(c1)OCO2 | u | 3% | 6% | 0% | 6% | -11% | 1% | u | 10% | 3 | -3%
Cc1ccc(S(=O)(=O)N(C)CCCC(=O)n2nc(C)cc2C)cc1 | u | 12% | 0% | 3% | -3% | 3% | -3% | 8% | 1% | -6 | -4%
Cc1ccc([C@@H]2[C@@H]3C(=O)N(c4ccccc4)C(=O)[C@@H]3[C@]3(C)C(=O)N(Cc4ccccn4)CC(=O)N23)o1 | 0% | 16% | 5% | -6% | 4% | 1% | 1% | 1% | 4% | 6 | -6%
COCCNC(=O)C(c1ccco1)N(C(=O)Cn1nnc2ccccc21)c1cc(C)ccc1C (configuration not stated) | -3% | 16% | -1% | 5% | -10% | -2% | -6% | -1% | -1% | -15 | 1%
COC(=O)c1ccccc1S(=O)(=O)NC(=O)c1ccccc1 | 5% | 3% | 5% | -3% | 5%[46.1 µM] | -1% | -1% | 21% | -9% | 3 | -4%
CN1CCN(Cc2c(C(=O)N3CCc4ccccc4C3)nc3ccc(Cl)cn23)CC1 | 0% | 11% | -7% | -5% | -5% | -2% | 0% | 6% | -11% | 9 | -4%
COc1ccc(N=C(C)C2=C(O)COC2=O)cc1 | -1% | -5%[15.4 µM] | 2% | -1% | 0% | -2% | 6% | 12% | 2% | 15 | -2%
O=C(CNC(=O)c1ccco1)Nc1ccc(OC(F)F)cc1 | -1% | 19% | -6% | 5% | -1% | 2% | -1% | 2% | 17% | 1 | -6%
CC(C)(C)c1ccc(O)c(N=Cc2cc(Br)ccc2O)c1 | -25% | 0% | -2% | -4% | 0% | -1% | -11% | 3% | -8% | -7 | 11%
COc1ccc(Nc2cc(C)nc3ccc(OC)cc23)cc1 | u | -3% | -4% | -1% | 0% | -2% | 2% | -31% | -4% | 2 | -11%
Cc1ccc(OCC(O)CN2C(=O)NC(C)(C)C2=O)cc1 (configuration not stated) | 12% | 1% | 0% | -2% | 0%[46.1 µM] | -5% | 0% | -2% | 20% | -3 | -1%
